High-throughput results: PubChem BioAssay, several laboratories
NTR1 agonist – agonists of NTR1, primary screen, imaging, U2OS cells, beta-arrestin-GFP, high content (AID 493036). NTR1-U2OS beta-arrestin-GFP spot imaging, agonist mode. 0.17% of 330,000 active. activation, % at 20 µM. P30989;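 active = activation at or above 40% of the spot to cytoplasm intensity ratio, with at least 20 cells analyzed; inconclusive = wells under 20 cells, flagged as cytotoxic or low count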;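 also: 0% = DMSO without peptide and 100% = 100 nM NTR1 peptide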
Target sequence (P30989 whole entry, looked up): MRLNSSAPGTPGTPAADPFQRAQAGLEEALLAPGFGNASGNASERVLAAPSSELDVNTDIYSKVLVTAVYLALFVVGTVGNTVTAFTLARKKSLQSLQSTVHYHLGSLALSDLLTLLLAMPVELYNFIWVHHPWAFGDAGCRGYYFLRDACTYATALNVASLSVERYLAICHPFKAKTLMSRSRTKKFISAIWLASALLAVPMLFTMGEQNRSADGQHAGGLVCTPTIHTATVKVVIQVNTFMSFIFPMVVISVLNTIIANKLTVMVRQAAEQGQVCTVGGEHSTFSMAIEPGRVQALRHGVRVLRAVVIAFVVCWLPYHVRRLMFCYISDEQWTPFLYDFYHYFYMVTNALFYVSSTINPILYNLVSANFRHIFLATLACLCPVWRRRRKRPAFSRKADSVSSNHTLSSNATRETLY
West Nile antiviral – West Nile virus antiviral activity, cell-based, CPE readout (AID 1621); West Nile virus-infected cells, CPE inhibition; higher % means a stronger effect; CPE inhibition, % at 10 µM, or IC50 in µM where a hit was titrated; 0.02% of 290,000 active; in the data active = a potency from the dose series; inconclusive = CPE inhibition mostly from about 3.7% at the one dose, without a potency; inactive = the rest, 99 in 100 with CPE inhibition below about 2.2%; also: strong numbers were not always called active
Rac1 GTP hydrolysis – MgcRacGAP GTPase-activating activity inhibitors, confirmation, biochemical, ADP Hunter fluorescence. MgcRacGAP-stimulated Rac1 GTP hydrolysis, ADP Hunter fluorescence; higher % means a stronger effect; GST-tagged Rac1 F28L mutant substrate. 0.6% of 340,000 active. inhibition, % at 30 µM, or IC50 in µM where a hit was titrated;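 active = first-screen hits whose inhibition reached a set limit at any dose in the follow-up dose series; inconclusive = inhibition above the set first-screen limit but never retested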;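 also: fluorescence reports GDP produced by GAP-driven GTP hydrolysis; strong numbers were not always called active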
Large T inhibition – SV40 large T antigen inhibitors, biochemical (AID 1903) | 0.39% of 310,000 active | SV40 large T antigen ATPase/helicase inhibition assay; higher % means a stronger effect | inhibition, % at 20 µM; hits with a dose series show IC50 in µM; in the data active = a potency from the dose series; inconclusive = inhibition mostly from about 32% at the one dose, without a potency; inactive = the rest, 99 in 100 with inhibition below about 32%; also: strong numbers were not always called active
Siah-1 displacement – blockers of Siah-1 interaction with plectin peptide – biochemical, fluorescence polarization, rhodamine-plectin, uHTS, primary screen (AID 1817). one-dose displacement, % at 20 µM; IC50 in µM for titrated hits. Siah-1 / rhodamine-plectin peptide fluorescence polarization; higher % means a stronger effect. 0.02% of 290,000 active;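 active = displacement of at least 50% at 20 µM, with a fluorescence ratio check between 0.3 and a set limit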;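 also: plate controls were Siah plus tracer with DMSO for no effect and tracer alone without Siah for full effect; strong numbers were not always called active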
AID2073 – inhibitors of Mint1-CaV2.2 protein interaction, biochemical, HTRF (AID 2073); HTRF protein-protein interaction, Mint1-CaV2.2; higher % means a stronger effect; one-dose inhibition, % at 20 µM; IC50 in µM for titrated hits; 0.19% of 290,000 active; in the data active = inhibition mostly above about 51%, no sharp cut-off; inconclusive = no clear call, values can overlap the other calls; inactive = mostly below about 53%; also: some results filed as inactive read as strong as hits
K1F lysis inhibition – inhibition of K1F phage lysis, E. coli UTI89, bacterial capsule biogenesis inhibitors, alamar blue (AID 488966); E. coli UTI89 K1F phage lysis, alamar blue, 2 h; higher % means a stronger effect; inhibition, % at 100 µM; hits with a dose series show IC50 in µM; 0.02% of 340,000 active;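 active = phage lysis inhibition, versus mean bacterial control, above a set limit; inconclusive = no clear call, values can overlap the other calls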;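 also: capsule biogenesis inhibitors block K1F phage lysis so surviving cells raise fluorescence; higher fluorescence means more inhibition of phage lysis; actives were called in the ten point dose series up to 300 µM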
NS5 inhibitors – Dengue-2 NS5 methyltransferase inhibitors, primary screen, biochemical, confirmation dose response (AID 588689); Dengue-2 NS5 methyltransferase capping enzyme assay, biochemical; higher % means a stronger effect; one-dose inhibition, % at 25 µM; IC50 in µM for titrated hits; 0.3% of 340,000 active; in the data active = a potency from the dose series; inconclusive = inhibition above about 29% without an active follow-up result
RSV CPE inhibition – inhibition of RSV-induced cytopathic effect – HEp-2 cells, primary 10 µM value included (AID 2391). HEp-2 cells, RSV-induced CPE inhibition; higher % means a stronger effect. CPE inhibition, % at 10 µM, or IC50 in µM where a hit was titrated. 0.13% of 310,000 active; in the data active = a potency from the dose series; inconclusive = CPE inhibition mostly from about 23% at the one dose, without a potency; inactive = the rest, 99 in 100 with CPE inhibition below about 21%; also: strong numbers were not always called active
NTR1 agonist cell count 20 µM – second read-out of NTR1 agonist, no call of its own (marks repeat the call); cell count; measured here: cell count, cytotoxicity flag
NS5 inhibitors pilot replicate – further read-out of NS5 inhibitors, marked with its call; inhibition, %; measured here: pilot screen replicate inhibition
* marks the source's active call; other numbers are inactive results; [ ] = another dose, or the depositor's remark.

Results for CCCc1nnc(-c2cc(OC)c(OC)c(OC)c2)o1 ?
NTR1 agonist: 0.4; West Nile antiviral: -0.3%; Rac1 GTP hydrolysis: 9%; Large T inhibition: 7%; Siah-1 displacement: 3%; AID2073: -2%; K1F lysis inhibition: 1.5%; NS5 inhibitors: -1%; RSV CPE inhibition: 2.7%; NTR1 agonist cell count 20 µM: 61

How did COc1ccc(NC(=O)COC(=O)c2c(-c3ccccc3)noc2C)cc1 do in these assays?
NTR1 agonist: 3.2; West Nile antiviral: -0.8%; Rac1 GTP hydrolysis: -5%; Large T inhibition: 14%; Siah-1 displacement: 0%; AID2073: -4%; K1F lysis inhibition: 1.3%; NS5 inhibitors: -1%; RSV CPE inhibition: 2.6%; NTR1 agonist cell count 20 µM: 82

How did COc1cccc(C(=O)Nc2nc(-c3ccc4c(c3)OCO4)cs2)c1 do in these assays?
NTR1 agonist: 5.0; West Nile antiviral: -0.2%; Rac1 GTP hydrolysis: 2%; Large T inhibition: 2%; Siah-1 displacement: 7%; AID2073: 8%; K1F lysis inhibition: 0.3%; NS5 inhibitors: -6%; RSV CPE inhibition: 11%; NTR1 agonist cell count 20 µM: 52

Results for Cc1cnc(C(=O)Nc2ccc(-n3cnnn3)cc2)cn1 ?
NTR1 agonist: 2.0; West Nile antiviral: 0.1%; Rac1 GTP hydrolysis: 6%; Large T inhibition: 1%; Siah-1 displacement: -1%; AID2073: 13%; K1F lysis inhibition: 0.3%; NS5 inhibitors: 10%; RSV CPE inhibition: 0.8%; NTR1 agonist cell count 20 µM: 78

Results for C=CCn1nnnc1SCC(=O)Nc1ccc(C(=O)OC)cc1 ?
NTR1 agonist: 0.1; West Nile antiviral: -0.2%; Rac1 GTP hydrolysis: 9%; Large T inhibition: 3%; Siah-1 displacement: -6%; AID2073: 7%; K1F lysis inhibition: 1.1%[50 µM]; NS5 inhibitors: 2%; RSV CPE inhibition: 0.8%; NTR1 agonist cell count 20 µM: 56

What do the screens show for `CCN(CC)c1ccc(/C=N/NC(=O)Nc2ccccc2)cc1`?
NTR1 agonist: 19; West Nile antiviral: -0.4%; Rac1 GTP hydrolysis: 28%; Large T inhibition: 13%; Siah-1 displacement: 2%; AID2073: -2%; K1F lysis inhibition: -0.9%; NS5 inhibitors: -12%; RSV CPE inhibition: 15%; NTR1 agonist cell count 20 µM: 47

What do the screens show for `CCC(C)Sc1nnc(CSc2nc3nc(C)cc(C)n3n2)o1` (stereo not drawn)?
NTR1 agonist: 0.6; West Nile antiviral: 0.5%; Rac1 GTP hydrolysis: 4%; Large T inhibition: 3%; Siah-1 displacement: 3%; AID2073: -9%; K1F lysis inhibition: 2.5%; NS5 inhibitors: -1%; RSV CPE inhibition: 3.8%; NTR1 agonist cell count 20 µM: 52

What do the screens show for `CN(CCNC(=O)C1CCN(S(=O)(=O)c2cnc[nH]2)CC1)Cc1ccccc1`?
NTR1 agonist: -0.5; West Nile antiviral: 0.0%; Rac1 GTP hydrolysis: 7%; Large T inhibition: 4%; Siah-1 displacement: 1%; AID2073: -2%; K1F lysis inhibition: 3.3%; NS5 inhibitors: 2%; RSV CPE inhibition: 1.1%; NTR1 agonist cell count 20 µM: 56

Results for CCCC(=O)NCc1ccncc1 ?
NTR1 agonist: -0.7; West Nile antiviral: 0.0%; Large T inhibition: 7%; Siah-1 displacement: 11%; AID2073: 6%; RSV CPE inhibition: 0.4%; NTR1 agonist cell count 20 µM: 33

What do the screens show for `CC1=NNC(=O)C1CC(=O)N/N=C(\C)c1cccs1` (stereo not drawn)?
NTR1 agonist: 1.5; West Nile antiviral: -0.1%; Rac1 GTP hydrolysis: 3%; Large T inhibition: 11%; Siah-1 displacement: -3%; AID2073: 13%; K1F lysis inhibition: -0.4%; NS5 inhibitors: 1%; RSV CPE inhibition: 0.9%; NTR1 agonist cell count 20 µM: 92

Results for O=C(CN1C(=O)CCS(=O)(=O)c2ccccc21)NCc1ccc(F)cc1 ?
NTR1 agonist: -0.6; West Nile antiviral: 0.2%; Rac1 GTP hydrolysis: 14%; Large T inhibition: 0%; Siah-1 displacement: -7%; AID2073: 10%; K1F lysis inhibition: 0.2%; NS5 inhibitors: 10%; RSV CPE inhibition: -0.9%; NTR1 agonist cell count 20 µM: 33

How did Cc1cc(/C=N\NC(=O)CC(=O)NC2CCCCC2)c(C)n1-c1cccc(Cl)c1Cl do in these assays?
NTR1 agonist: 1.3; West Nile antiviral: 0.1%; Rac1 GTP hydrolysis: -6%; Large T inhibition: 9%; Siah-1 displacement: 0%; AID2073: -2%; K1F lysis inhibition: 5.6%; NS5 inhibitors: 4%; RSV CPE inhibition: inconclusive; NTR1 agonist cell count 20 µM: 39

How did CCCCCC(=O)OC(CN1CCCCC1)CN1CCCC1=O (stereo not drawn) do in these assays?
NTR1 agonist: 19; West Nile antiviral: -0.1%; Rac1 GTP hydrolysis: 6%; Large T inhibition: 5%; Siah-1 displacement: 1%; AID2073: 3%; K1F lysis inhibition: 0.4%; NS5 inhibitors: -10%; RSV CPE inhibition: 0.2%; NTR1 agonist cell count 20 µM: 59

How did CCOc1ccc(N(C)S(=O)(=O)c2ccc(-c3cc(C)no3)s2)cc1 do in these assays?
NTR1 agonist: 1.5; West Nile antiviral: 0.1%; Rac1 GTP hydrolysis: 14%; Large T inhibition: 15%; Siah-1 displacement: 7%; AID2073: 12%; K1F lysis inhibition: 0.4%; NS5 inhibitors: -5%; RSV CPE inhibition: 6.9%; NTR1 agonist cell count 20 µM: 59

How did CC1=CCC2C(=O)N(c3ccccc3OC(=O)c3ccccc3F)C(=O)C2C1 (stereo not drawn) do in these assays?
NTR1 agonist: 0.4; West Nile antiviral: -0.1%; Rac1 GTP hydrolysis: 3%; Large T inhibition: 0%; Siah-1 displacement: 5%; AID2073: 4%; K1F lysis inhibition: 0.0%; NS5 inhibitors: -5%; RSV CPE inhibition: 1.8%; NTR1 agonist cell count 20 µM: 53

Results for NC(=O)C1CC(=O)N(c2ccc(OCc3ccccc3Cl)cc2)C1 (stereo not drawn) ?
NTR1 agonist: -2.2; West Nile antiviral: 0.0%; Rac1 GTP hydrolysis: 14%; Large T inhibition: 1%; Siah-1 displacement: 6%; AID2073: -2%; K1F lysis inhibition: 0.3%; NS5 inhibitors: -2%; RSV CPE inhibition: 1.2%; NTR1 agonist cell count 20 µM: 86

How did O=C(COc1ccccc1-c1ccccc1)Nc1ccc(S(=O)(=O)NCc2ccco2)cc1 do in these assays?
NTR1 agonist: 12; West Nile antiviral: -0.3%; Rac1 GTP hydrolysis: 4%; Large T inhibition: 19%; Siah-1 displacement: 5%; AID2073: 24%; K1F lysis inhibition: 0.1%; NS5 inhibitors: -1%; RSV CPE inhibition: 9.3%; NTR1 agonist cell count 20 µM: 66

Results for O=C(COc1cccc2ccccc12)Nc1cc(S(=O)(=O)N2CCOCC2)ccc1N1CCOCC1 ?
NTR1 agonist: 1.4; West Nile antiviral: -0.8%; Large T inhibition: 6%; Siah-1 displacement: 2%; AID2073: 34%; RSV CPE inhibition: -1.1%; NTR1 agonist cell count 20 µM: 47

How did COc1ccc(S(=O)(=O)/C(C#N)=C/Nc2ccccc2F)cc1 do in these assays?
NTR1 agonist: -1.0; West Nile antiviral: -0.3%; Rac1 GTP hydrolysis: 2%; Large T inhibition: 11%; Siah-1 displacement: 5%; AID2073: 12%; K1F lysis inhibition: 0.0%; NS5 inhibitors: 0%; RSV CPE inhibition: 0.3%; NTR1 agonist cell count 20 µM: 46

What do the screens show for `CCOCCCn1c(=NC(=O)c2cccs2)c(C#N)cc2c(=O)n3ccccc3nc21`?
NTR1 agonist: 3.8; West Nile antiviral: -0.3%; Rac1 GTP hydrolysis: 5%; Large T inhibition: 22%; Siah-1 displacement: -2%; AID2073: 4%; K1F lysis inhibition: 0.3%; NS5 inhibitors: inconclusive; RSV CPE inhibition: 1.3%; NTR1 agonist cell count 20 µM: 40

Results for COc1ccc(CCN(C)C(=O)c2ccc(C)c(S(=O)(=O)N3CCCCC3)c2)cc1OC ?
NTR1 agonist: -1.1; Rac1 GTP hydrolysis: 3%; K1F lysis inhibition: 0.4%[50 µM]; NS5 inhibitors: -10%; RSV CPE inhibition: 0.2%; NTR1 agonist cell count 20 µM: 87

Results for Cn1c(CNc2nc(-c3ccccc3)cs2)nnc1SCC(=O)N1CCc2ccccc21 ?
NTR1 agonist: 1.3; West Nile antiviral: -0.3%; Rac1 GTP hydrolysis: 8%; Large T inhibition: 3%; Siah-1 displacement: -2%; AID2073: -13%; K1F lysis inhibition: 0.3%; NS5 inhibitors: -7%; RSV CPE inhibition: 1.2%; NTR1 agonist cell count 20 µM: 71

Results for Cc1ccc(-c2nnn(CC(=O)N(Cc3ccco3)C(C(=O)NC(C)(C)C)c3cccs3)n2)o1 (stereo not drawn) ?
NTR1 agonist: 2.6; West Nile antiviral: 0.3%; Rac1 GTP hydrolysis: -3%; Large T inhibition: 19%; Siah-1 displacement: 5%; AID2073: 67%; K1F lysis inhibition: 0.3%; NS5 inhibitors: 4%; RSV CPE inhibition: -1.6%; NTR1 agonist cell count 20 µM: 99; NS5 inhibitors pilot replicate: -5.2

How did CCOc1ccc(-n2c(SCC(=O)Nc3ccc(OC)cc3OC)nc3c(c2=O)SCC3)cc1 do in these assays?
NTR1 agonist: 3.8; West Nile antiviral: -0.2%; Rac1 GTP hydrolysis: -1%; Large T inhibition: 8%; Siah-1 displacement: 1%; AID2073: 12%; K1F lysis inhibition: 4.8%; NS5 inhibitors: -2%; RSV CPE inhibition: 3.2%; NTR1 agonist cell count 20 µM: 45

Results for COc1ccc(S(=O)(=O)N2N=C(C)Oc3ccccc3C2=O)cc1 ?
NTR1 agonist: 1.8; West Nile antiviral: inconclusive; Rac1 GTP hydrolysis: 4%; Large T inhibition: -1%; Siah-1 displacement: -1%; AID2073: 3%; K1F lysis inhibition: 1.8%; NS5 inhibitors: -6%; RSV CPE inhibition: -0.5%; NTR1 agonist cell count 20 µM: 61

Results for O=C(c1ccccc1)N1CCn2c(nc3ccccc32)C1 ?
NTR1 agonist: 0.2; West Nile antiviral: 0.4%; Rac1 GTP hydrolysis: 8%; Large T inhibition: 19%; Siah-1 displacement: 5%; AID2073: 4%; K1F lysis inhibition: 0.6%; NS5 inhibitors: 0%; RSV CPE inhibition: 3.4%; NTR1 agonist cell count 20 µM: 89
